High-throughput results (PubChem)
ABCB1 inh – blocks JC-1 efflux by human ABCB1 transporter; inhibition, % at 6.6 µM; 190,000 compounds, 0.067% hits; CCRF-Adr cells, flow cytometry; AID 1326; in the data active = inhibition above about 40%;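 also: 0% = vehicle and 100% = reference inhibitor; higher value means more JC-1 retained so stronger ABCB1 efflux block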
Bim-Bfl-1 – human Bim-Bfl-1 interaction inhibition; Q16548; Bead-based flow cytometry, Bim-Bfl-1 binding inhibition; inhibition, % at 10 µM; 190,000 compounds, 0.12% hits;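 also: 0% = wells without compound plus tracer and 100% = blocker peptide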
Bim-Bcl-B – disrupts Bim peptide binding to human Bcl-B | bead-based flow cytometry | inhibition, % at 10 µM | 190,000 compounds, 0.073% hits | AID 951;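 also: 0% = tracer peptide without compound and 100% = reference inhibitor peptide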
Bim-Bcl-W – human Bim-Bcl-W interaction inhibition; inhibition, % at 10 µM; bead-based flow cytometry, Bim peptide-Bcl-W binding; Q92843; AID 952; 190,000 compounds, 0.02% hits;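 also: 0% = bound tracer without compound and 100% = peptide blocker; higher means less fluorescent Bim peptide bound to Bcl-W beads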
Target sequence (Q92843 whole entry, looked up): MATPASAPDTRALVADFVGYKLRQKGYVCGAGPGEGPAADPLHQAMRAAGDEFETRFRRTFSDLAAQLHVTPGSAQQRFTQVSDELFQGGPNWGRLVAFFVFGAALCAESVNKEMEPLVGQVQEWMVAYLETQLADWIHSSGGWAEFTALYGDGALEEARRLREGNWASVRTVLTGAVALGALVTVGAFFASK
RGS4-Gao reg – human RGS4-Galphao interaction regulation | 220,000 compounds, 0.33% hits | Multiplexed bead flow cytometry, RGS4-Galphao binding; actives lie on both sides | AID 1415 | binding response (% of control), % at 10 µM; in the data active = binding response below about 49% or above about 150%; inactive = in between;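 also: fluorescent Galphao activated with aluminum fluoride binding bead-coupled RGS4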
Target sequence (P09471 whole entry, looked up): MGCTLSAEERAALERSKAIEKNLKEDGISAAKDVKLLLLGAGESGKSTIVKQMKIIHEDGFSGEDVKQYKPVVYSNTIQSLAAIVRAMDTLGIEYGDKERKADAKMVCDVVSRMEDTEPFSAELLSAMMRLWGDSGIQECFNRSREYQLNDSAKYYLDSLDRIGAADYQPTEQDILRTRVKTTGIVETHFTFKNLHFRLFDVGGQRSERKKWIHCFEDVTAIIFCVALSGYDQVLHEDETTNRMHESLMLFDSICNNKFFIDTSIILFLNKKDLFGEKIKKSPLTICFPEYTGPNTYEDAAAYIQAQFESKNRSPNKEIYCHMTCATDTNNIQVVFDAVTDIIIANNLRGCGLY
Bcl-XL Bim block – inhibitors of Bim-Bcl-XL interaction, human; Bim peptide-Bcl-XL binding, bead flow cytometry, fluorescence; inhibition, % at 10 µM; 190,000 compounds, 0.04% hits; AID 1007
Target sequence (Q07817 whole entry, looked up): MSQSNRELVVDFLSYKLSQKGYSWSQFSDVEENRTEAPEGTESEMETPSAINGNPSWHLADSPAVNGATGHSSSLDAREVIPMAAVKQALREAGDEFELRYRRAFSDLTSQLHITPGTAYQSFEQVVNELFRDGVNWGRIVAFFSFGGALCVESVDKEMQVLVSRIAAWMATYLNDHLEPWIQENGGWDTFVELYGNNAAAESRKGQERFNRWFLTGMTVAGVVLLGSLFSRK
GSH bead fluor – GSH bead compound fluorescence profile. 190,000 compounds, 0.25% hits. GSH beads flow cytometry, compound fluorescence 488/530 nm; active compounds read high. fluorescence (KMESF) at 10 µM. AID 1776; in the data active = fluorescence above about 89;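 also: glutathione beads carrying GST-tagged Bcl family fusion proteins plus one bare bead set; values are compound well signal with DMSO vehicle wells as background; inactives centre near 16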
RGS7-Gao reg – human RGS7-Galphao interaction regulation. 220,000 compounds, 0.35% hits. Multiplexed bead flow cytometry, RGS7-Galphao binding; actives lie on both sides. binding response (% of control), % at 10 µM; in the data active = binding response below about 49% or above about 150%; inconclusive = no clear call, values can overlap the other calls; inactive = in between;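 also: fluorescent Galphao held in activated GDP-AlF4 state binding bead-coupled RGS7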
ABCG2 inh – human ABCG2 inhibition, ABCB1 as counter-screen; inhibition, % at 6.6 µM; IgMXP3 cells, JC-1 efflux, flow cytometry; 190,000 compounds, 0.1% hits; Q9UNQ0;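 active = inhibition above 80%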;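 also: 0% = DMSO and 100% = nicardipine control wells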
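test system = two drug-resistant human cell lines, ABCG2 and ABCB1 | amount = 3 million cells/mL final, two lines in 1:1 ratio | reagent = JC-1 transporter substrate | doses = one concentration, 6.6 µM final | incubation = 10 min at 25 °C | signal = flow cytometric JC-1 green MFI at 530 nm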
Avidin fluor – compound fluoresces at 488/530 nm on avidin beads; compound fluorescence 488/530 nm, flow cytometry; active compounds read high; fluorescence (KMESF) at 10 µM; 220,000 compounds, 0.38% hits; AID 1775; in the data active = fluorescence above about 47; also: inactives centre near 10
Bcl-2 Bim block – inhibitors of Bim-Bcl-2 interaction, human; P10415; Bead-based flow cytometry, Bim peptide-Bcl-2 binding; inhibition, % at 10 µM; 190,000 compounds, 0.06% hits; AID 950; in the data active = inhibition above about 40%; inconclusive = no clear call, values can overlap the other calls;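 also: 0% = no compound wells with probe peptide and 100% = reference peptide inhibitor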
Target sequence (P10415 whole entry, looked up): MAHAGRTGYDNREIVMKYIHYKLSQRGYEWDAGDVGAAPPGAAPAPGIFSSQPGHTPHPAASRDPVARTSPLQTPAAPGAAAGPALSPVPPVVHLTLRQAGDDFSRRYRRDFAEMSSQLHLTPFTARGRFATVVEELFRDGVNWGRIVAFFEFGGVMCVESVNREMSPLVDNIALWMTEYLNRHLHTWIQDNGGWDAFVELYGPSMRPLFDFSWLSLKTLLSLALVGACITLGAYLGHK
Active calls of the source: *; ? = inconclusive; . = no result given; [ ] = remark or other dose. Rule as the data show it, unless noted: active = inhibition above about 40%.

SMILES	ABCB1 inh	Bim-Bfl-1	Bim-Bcl-B	Bim-Bcl-W	RGS4-Gao reg	Bcl-XL Bim block	GSH bead fluor	RGS7-Gao reg	ABCG2 inh	Avidin fluor	Bcl-2 Bim block
CC(C)c1ccc(Nc2ncccc2C#N)cc1	0.6	-1	0	-1	92	0	17	89	3	31	-1
CCCn1c(=O)c2ccccc2n2c(SCC(=O)/C(C#N)=C(\C)N)nnc12	0.2	-4	-1	-5	102	0	23	104	1	21	-1
CN(C)N1C(=O)CC(N2CCCC2)C1=O (stereo unspecified)	-0.1	-6	-5	-6	99	-6	15	96	0	12	2
CC1CN(CC(O)COC2CCC(C(C)(C)C)CC2)CC(C)O1 (stereo unspecified)	1.4	-1	-4	2	98	0	13	?	1	10	-1
COc1cc(OC)cc(C(=O)NC(=S)Nc2ccc(N3CCCC3)cc2)c1	-1.6	0	-6	-5	104	-9	10	101	1	3	-4
O=C(O)c1[nH]c2ccccc2c1C=NCc1ccccc1Cl	0.2	-4	-1	0	105	-1	11	124	1	29	0
CN(C)c1ccc(-n2cccc2/C=C2/SC(=Nc3ccc(F)cc3)NC2=O)cc1	-0.2	-20	-9	-3	98	-10	28	101	14	39	-10
Cc1cc(C)cc(N(CCC(=O)O)S(=O)(=O)c2ccc3ccccc3c2)c1	7.2	0	0	-2	102	-4	22	101	4	13	-2
CC1CCN(S(=O)(=O)c2ccc3c(c2)c(=O)c(C(=O)N2CCCCC2)cn3C)CC1	0.8	-18	-6	-1	98	-6	26	99	13	34	-11
Cc1ccc(NC(=O)CCC(=O)OCC(=O)c2ccc(-c3ccccc3)cc2)cc1	0.2	-1	-8	-4	96	-3	18	96	1	24	-1
O=C(CSC(=S)N1CCOCC1)Nc1nc(-c2ccccc2)c(-c2ccccc2)o1	0.7	4	-2	1	98	0	25	96	2	10	4
COC(=O)c1sc(S(=O)(=O)NCC(=O)O)c(C(=O)OC)c1C	-0.6	-2	0	1	98	0	12	100	0	25	0
O=C(CSc1nc2ccccc2s1)Nc1ccc2c(c1)OCO2	-0.1	-20	-7	-3	106	-4	10	101	2	16	-30
C=CCN(CC=C)S(=O)(=O)c1ncn[nH]1	0.3	-14	-8	0	103	-5	13	102	-7	8	-11
O=C(O)c1ccc(N2CC3CC(C2)c2cccc(=O)n2C3)c(NC(=S)Nc2ccc(Br)cc2)c1 (stereo unspecified)	0.4	0	-13	-2	100	-7	12	104	1	12	0
O=C(NCc1ccco1)c1cnn2c1NC(c1ccc(Br)cc1)CC2C(F)(F)F (stereo unspecified)	2.1	0	-1	-2	97	-2	23	99	7	14	-2
COc1ccccc1-c1cc2ccccc2[nH]1	1.8	8	-3	-3	98	-5	23	100	13	14	8
O=C(Nc1ccc(C(=O)N2CCOCC2)cc1)Nc1cccc(Cl)c1	0.5	-1	-5	-1	107	-2	22	102	27	12	-1
COC(=O)c1cc(NC(=O)c2ccccc2)c(=O)oc1/C=C/Nc1ccc(Oc2ccccc2)cc1	127*	.	.	.	215*[activator]	.	161*	211*[activator]	116*	80*	?
Cc1ccc(-n2c(C)nnc2SCC(=O)Nc2ccccc2)cc1	0.1	0	-1	-2	97	-4	16	100	1	27	10
Cc1ccc(C(=O)NCC(=O)OCC(=O)Nc2ccc(Cl)cc2C(F)(F)F)cc1C	1.0	-1	-4	-3	102	-6	8	101	8	3	-5
Cc1ccc(Cn2c(SCC(C)C)nc3c2c(=O)n(C)c(=O)n3C)cc1	0.4	-8	-7	-1	100	7	63	102	1	10	-3
O=C(N/C(=C\c1ccco1)C(=O)N1CCCC1)c1cccs1	0.6	-11	-4	-1	100	-1	23	100	11	29	-6
CCC(=O)Nc1cc2nn(-c3ccc(OC)cc3)nc2cc1C	0.7	4	0	0	98	2	27	99	7	35	-1
COc1cccc2cc(C(C)N(CCCN3CCOCC3)C(=S)Nc3ccc(C)c(C)c3)oc12 (stereo unspecified)	2.5	2	0	-1	95	4	14	95	5	9	0
CCCN=C(C)c1c(-c2ccccc2)[nH]n(-c2nc3ccccc3s2)c1=O	2.4	-6	0	3	101	1	8	101	4	11	0
COc1cc(C(=O)Nc2cc(C)ccn2)cc(OC)c1OC	0.8	-8	-6	0	104	-4	23	101	8	18	-8
COc1ccc(C(=O)NNC(=O)Nc2ccc(Cl)cc2)cc1	0.0	1	1	-2	106	-2	14	?	1	9	6
O=C(c1cccc(-c2ccc(O)cc2)c1)N1CCN(c2ccc(F)cc2)CC1	-0.3	-4	-3	0	103	-3	14	99	4	11	-1
COc1ccc(NC(=O)CSc2ccccn2)cc1OC	1.1	-17	-18	-4	100	-7	29	99	6	15	-13
COc1ccc(C/C(N)=N/OC(=O)Cc2ccccc2)cc1OC	0.2	-1	2	-1	102	2	13	106	1	15	3
Cn1c2ccccc2c2nnc(SC3CCOC3=O)nc21 (stereo unspecified)	0.4	-9	-6	3	99	-3	62	98	3	6	-4
O=C(CS(=O)(=O)c1c[nH]c2ccccc12)Nc1ccc2c(c1)OCCO2	0.1	8	0	2	92	3	19	91	1	13	2
O=S(=O)(N/N=C\c1cccn1-c1ccccc1)c1ccc2ccccc2c1	1.0	-17	-8	-4	101	-11	24	101	5	11	-11
CCOCCCNC(=O)c1ccc2c(c1)ncn2C1CCCC1	0.4	-15	-5	2	102	1	36	99	3	6	-8
CCc1ccccc1NC(=O)c1ccc(NCCc2ccccc2)c([N+](=O)[O-])c1	.	1	-5	-4	92	-8	10	92	13	11	-1
CC(C)CNC(=O)c1c(F)c(F)c(F)c(F)c1F	0.4	-6	-5	-1	101	-1	11	102	3	12	-3
COc1ccc(C(=O)C2CCCN(Cc3cccn3-c3cccnc3)C2)cc1OC (stereo unspecified)	6.2	-6	-6	0	101	-5	11	96	8	4	0
CCOc1ccc(NC(=O)COc2nsnc2N2CCOCC2)cc1	0.7	-2	-3	1	80	0	10	102	11	4	-3
N[C@@]12CCc3nonc3[C@]1(O)CC(c1ccccc1)=[N+]2[O-]	0.0	-2	1	-1	102	3	12	98	1	21	-3
CCn1cc(CCC(=O)O)c(C)n1	0.2	-6	-7	0	142	0	15	143	1	24	0
O=C(NCc1ccco1)C(c1ccc(F)cc1)N(CC1CCCO1)C(=O)Cn1nnc2ccccc21 (stereo unspecified)	0.9	-13	-9	-2	103	-2	36	101	3	13	-11
Cc1ccc(NC(=O)CN(C)C(=O)CN2C(=O)NC(C)(c3ccccc3)C2=O)cc1 (stereo unspecified)	-1.6	-4	-3	-4	99	-5	31	100	-3	7	-2
COC(=O)c1ccc(CSc2nnc3sc4ccccc4n23)o1	0.6	-10	-6	0	102	-2	10	96	7	10	-7
O=c1c(Cc2c(F)cccc2Cl)c(O)ccn1Cc1ccc2c(c1)OCO2	0.3	-7	-5	-1	104	-2	12	110	0	5	-6
O=S(=O)(NC1c2cccc3cccc(c23)C1Sc1ncccn1)c1ccc(Cl)cc1 (stereo unspecified)	-0.5	-1	-8	-2	98	-4	5	96	-2	13	-3
CCOC(=O)C(CC)/C(C)=N\NC(=O)CCC(=O)Nc1ccc(Cl)cc1Cl (stereo unspecified)	0.2	-6	-4	0	99	0	7	104	4	24	0
COc1ccc(N2CCN(C(=O)Cc3coc4cc(C)ccc34)CC2)cc1	0.1	0	-2	0	103	4	11	104	5	12	2
CCOc1ccc2nc(SCC)[nH]c2c1	0.6	-1	-2	-4	101	-2	20	103	5	27	-5
CC(=O)Nc1cc(-c2ccccc2)nn1Cc1ccc(Cl)cc1	1.2	-2	-2	-3	102	-3	18	101	8	18	-1
O=C(CSc1nccc(=O)[nH]1)NN(c1ccccc1)c1ccccc1	0.0	-9	-4	-4	103	-4	22	105	0	13	-3
CC(C)(C)n1ncc(Oc2ccccc2[N+](=O)[O-])c(Cl)c1=O	1.5	-1	-3	-2	98	-3	8	99	22	2	-1
Cc1[nH]nc(S(=O)CC(=O)O)c1[N+](=O)[O-] (stereo unspecified)	-0.5	-1	-7	-1	100	-3	11	104	-1	16	-3
CC(NC(=O)C(=O)N/N=C/c1ccc(Cl)cc1)c1ccccc1 (stereo unspecified)	-0.1	-7	-3	-1	96	-4	10	97	-1	2	-4
CCNC(=O)C1(c2ccccc2)CCCC1	-0.1	2	1	14	105	4	10	103	2	34	2
Cc1cc(S(=O)(=O)NC(C)C)ccc1OCC(=O)NCc1ccccc1	1.5	-12	-4	-3	100	-4	55	103	13	10	-6
Cc1nc2ccc(S(=O)(=O)NCC(=O)N3CCC(N4CCCCC4)CC3)cc2s1	0.1	-7	-5	0	102	0	15	104	0	23	-1
C/C=C/c1ccc(OCCCCN2CCN(CC)CC2)c(OC)c1	0.7	-4	-8	-3	102	-2	17	98	1	8	-1
O=C(CCC1CCCN(C(=O)COc2ccccc2)C1)N1CCN(c2ccccn2)CC1 (stereo unspecified)	1.0	-4	0	1	102	0	18	104	2	12	2
CC(=Nc1cccc(C)c1)c1sc2ccccc2c1O	0.1	-13	-5	2	101	-4	33	94	14	14	-6
Other compounds follow:
SMILES	ABCB1 inh	Bim-Bfl-1	Bim-Bcl-B	Bim-Bcl-W	RGS4-Gao reg	Bcl-XL Bim block	GSH bead fluor	RGS7-Gao reg	ABCG2 inh	Avidin fluor	Bcl-2 Bim block
Cc1ccc(S(=O)(=O)C2C(=O)NC3(C)CC2c2ccccc2O3)cc1 (stereo unspecified)	0.5	-10	-9	-3	99	-9	15	94	-3	5	-9
Cc1nn(-c2ccc(C(=O)Nc3nnc(C4CC4)s3)cc2)c(C)c1Cl	0.3	-11	-5	0	99	-2	16	102	1	6	-1
COc1ccc(N(Cc2ccccc2)C(=O)CSc2nnc(Cn3nnc4ccccc43)o2)cc1	2.2	-13	-4	0	101	-5	17	102	0	3	-7
COCc1c(C(=O)N/N=C/c2cccc3ccccc23)nnn1-c1nonc1N	0.0	-8	-5	3	99	-1	14	?	7	13	-2
CC(C)CC(c1nnnn1C(C)C)N1CCN(c2cccc(Cl)c2)CC1 (stereo unspecified)	0.5	-13	-3	-1	95	0	30	97	5	14	-5
Cn1c(N/N=C/c2ccccc2)nc2sc3c(c2c1=O)CCC3	-0.1	2	6	3	97	5	9	98	-1	33	0
FC(F)Oc1cccc(NC(=S)N2CCN(c3ccccn3)CC2)c1	0.7	-2	-8	0	99	0	20	102	4	5	0

Among those listed so far, 6 contain a COOH group:
SMILES	ABCB1 inh	Bim-Bfl-1	Bim-Bcl-B	Bim-Bcl-W	RGS4-Gao reg	Bcl-XL Bim block	GSH bead fluor	RGS7-Gao reg	ABCG2 inh	Avidin fluor	Bcl-2 Bim block
O=C(O)c1[nH]c2ccccc2c1C=NCc1ccccc1Cl	0.2	-4	-1	0	105	-1	11	124	1	29	0
Cc1cc(C)cc(N(CCC(=O)O)S(=O)(=O)c2ccc3ccccc3c2)c1	7.2	0	0	-2	102	-4	22	101	4	13	-2
COC(=O)c1sc(S(=O)(=O)NCC(=O)O)c(C(=O)OC)c1C	-0.6	-2	0	1	98	0	12	100	0	25	0
O=C(O)c1ccc(N2CC3CC(C2)c2cccc(=O)n2C3)c(NC(=S)Nc2ccc(Br)cc2)c1 (stereo unspecified)	0.4	0	-13	-2	100	-7	12	104	1	12	0
CCn1cc(CCC(=O)O)c(C)n1	0.2	-6	-7	0	142	0	15	143	1	24	0
Cc1[nH]nc(S(=O)CC(=O)O)c1[N+](=O)[O-] (stereo unspecified)	-0.5	-1	-7	-1	100	-3	11	104	-1	16	-3
